Assay outcomes deposited in PubChem BioAssay by National Center for Advancing Translational Sciences (NCATS).
WRN inhibitor: WRN helicase (human) inhibition | Q14191 | WRN helicase unwinding, fluorescent forked duplex, kinetic | Potency, µM (titrated, usually from 114 µM), for the others: at the top dose activity change, negative = inhibition, most hits filed as inhibitors | 360,000 compounds, 0.46% hits; also: potency is read from the fitted curve at half-maximal effect; % is scaled to controls: 0 for no effect and ±100 for the full control effect; nearly all actives have a fitted effect of over 55% in size
Target sequence (Q14191 whole entry, looked up): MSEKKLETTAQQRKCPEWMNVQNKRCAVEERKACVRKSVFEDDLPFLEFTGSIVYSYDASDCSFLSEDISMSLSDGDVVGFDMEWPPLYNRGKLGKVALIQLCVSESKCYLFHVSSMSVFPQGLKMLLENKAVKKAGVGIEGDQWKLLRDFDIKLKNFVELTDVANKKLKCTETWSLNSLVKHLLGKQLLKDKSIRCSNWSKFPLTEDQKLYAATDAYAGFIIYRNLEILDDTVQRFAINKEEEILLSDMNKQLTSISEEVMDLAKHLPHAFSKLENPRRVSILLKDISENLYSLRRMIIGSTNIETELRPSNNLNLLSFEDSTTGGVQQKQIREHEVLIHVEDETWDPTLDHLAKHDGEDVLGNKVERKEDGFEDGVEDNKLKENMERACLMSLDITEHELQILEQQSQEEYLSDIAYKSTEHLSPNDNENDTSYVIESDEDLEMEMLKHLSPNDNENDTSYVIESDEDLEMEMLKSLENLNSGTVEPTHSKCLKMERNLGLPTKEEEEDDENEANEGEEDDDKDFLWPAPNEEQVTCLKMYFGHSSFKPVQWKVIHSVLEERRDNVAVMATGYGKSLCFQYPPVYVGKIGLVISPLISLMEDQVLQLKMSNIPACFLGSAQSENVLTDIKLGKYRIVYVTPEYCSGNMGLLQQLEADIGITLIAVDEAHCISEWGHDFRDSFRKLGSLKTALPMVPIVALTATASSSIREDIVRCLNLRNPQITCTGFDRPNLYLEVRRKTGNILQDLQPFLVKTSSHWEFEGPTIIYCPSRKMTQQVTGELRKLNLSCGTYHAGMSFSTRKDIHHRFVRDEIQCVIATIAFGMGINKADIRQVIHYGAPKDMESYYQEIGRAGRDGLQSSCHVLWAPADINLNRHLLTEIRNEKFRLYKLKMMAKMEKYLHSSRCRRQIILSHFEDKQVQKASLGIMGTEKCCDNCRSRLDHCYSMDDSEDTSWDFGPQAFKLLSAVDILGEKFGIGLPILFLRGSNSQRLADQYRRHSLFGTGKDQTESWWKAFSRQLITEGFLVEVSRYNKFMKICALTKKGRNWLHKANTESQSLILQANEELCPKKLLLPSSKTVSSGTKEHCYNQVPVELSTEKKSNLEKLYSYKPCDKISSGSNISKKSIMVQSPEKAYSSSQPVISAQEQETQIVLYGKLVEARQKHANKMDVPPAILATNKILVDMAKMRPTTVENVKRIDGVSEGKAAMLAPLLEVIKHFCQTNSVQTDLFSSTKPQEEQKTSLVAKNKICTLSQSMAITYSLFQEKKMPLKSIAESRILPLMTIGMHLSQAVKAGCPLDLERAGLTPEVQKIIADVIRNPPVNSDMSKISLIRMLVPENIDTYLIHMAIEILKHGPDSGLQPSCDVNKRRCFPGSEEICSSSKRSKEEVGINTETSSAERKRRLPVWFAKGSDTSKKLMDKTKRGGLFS
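Kinetic red-fluorescence monitoring (525/598 nm) tracks WRN helicase activity after 100 nM fluorophore-quencher forked duplex and 2 mM ATP are added to 20 nM enzyme pretreated 15 min at room temperature with compound.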
EPAC1 antag: antagonists of human EPAC1. Potency, µM (titrated, usually from 115 µM), for inactives: at the top dose activity change, negative = inhibition, most hits filed as inhibitors. EPAC1 GEF assay, Rap1b-BODIPY-GDP exchange fluorescence. 360,000 compounds, 0.14% hits. AID 720709. O95398;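 also: potency is read from the fitted curve at half-maximal effect; plate controls were vehicle for no effect and positive control for full effect; nearly all actives have a fitted effect of over 50% in size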
EPAC2 ag: agonists of human EPAC2 (RAPGEF4). Q8WZA2. EPAC2 activation, biochemical qHTS; response scale: 100% = 6.5 mM cAMP response. Potency, µM (titrated, usually from 154 µM), for inactives: at the top dose activation, hits mostly activators. 360,000 compounds, 0.079% hits; also: potency is read from the fitted curve at half-maximal effect; nearly all actives have a fitted effect of over 50% in size
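In this primary screen, activation is scored as increased exchange of BODIPY-GDP from Rap1B by 100 nM EPAC2, with 50 uM GDP as competitor. Signal is normalized to the 6.5 mM cAMP agonist control.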
EPAC1 agonist: agonists of human EPAC1; O95398; EPAC1 agonist qHTS, biochemical assay; response scale: 100% = response to 6.5 mM cAMP; Potency, µM (series often up to 154 µM), for the others: at the top dose activation, usual class: activators; 360,000 compounds, 0.073% hits; also: potency is read from the fitted curve at half-maximal effect; nearly all actives have a fitted effect of over 60% in size
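Compounds were pinned as a concentration titration into mixtures of EPAC1 (100 nM), BODIPY-GDP-loaded Rap1B (250 nM) and GDP (50 uM). After 5 min at room temperature, fluorescence was followed for 30 min; activity was scaled to 6.5 mM cAMP.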
CCT chaperon mod: changes cytosolic chaperonin activity; purified chaperonin ATPase assay, HTRF ADP detection, 30 min; activity change, % (test concentration not listed), hits read low; 360,000 compounds, 0.3% hits; in the data active = activity change below about -30%; also: % is scaled to controls: 0 for no effect and ±100 for the full control effect
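TRiC (40 or 20 nM final, by batch activity) in 30 mM Tris pH 7.4, 100 mM KCl, 5 mM MgCl2, 1 mM DTT was treated with compound at 76 uM single dose, then 10 uM ATP, 30 min at 37 °C. ADP was read by HTRF Transcreener.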
IL-2 act: activators of IL-2 | AID 652025 | activation, % (series mostly up to about 46 µM) | 360,000 compounds, 0.065% hits | IL-2 activation reporter assay, cell-based qHTS; stimulated with anti-CD3/CD4/CD28 beads; in transgenic mouse T cells; in the data active = activation above about 50%; inconclusive = mostly about 30% to 49%; also: 0% is about no effect
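Unstimulated transgenic mouse T cells, 750 per well, received compound and, after 60 minutes, anti-CD3/anti-CD4 bead plus anti-CD28 stimulation. EGFP and DsRed were quantified after 18 hours.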
PI5P4K alpha inh: PI5P4K alpha (human) kinase inhibition. PI5P4Kalpha enzyme, ADP-Glo luminescence, 60 min; stronger effect = lower value. P48426. 330,000 compounds, 1.2% hits. max response, %; active = max response of -50% or lower; inconclusive = between -30% and -50%; inactive = -30% or higher; also: value at the top dose of about 77 µM; % is scaled to controls: 0 for no effect and ±100 for the full control effect
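Controls without substrate or without enzyme flank wells where PI5P4Kalpha converts substrate using 5 microM ATP (final). Incubation lasts 60 minutes at room temperature; ADP formed is read by ADP-Glo luminescence.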
PLK1 PBD block: PLK1 (human) polo-box domain binding inhibition | 360,000 compounds, 2.8% hits | P53350 | Potency, µM, without a hit: max response, negative = inhibition, usual class: inhibitors | AID 720504 | Plk1 PBD binding of FITC phosphopeptide, fluorescence polarization; also: potency is read from the fitted curve at half-maximal effect; series mostly up to about 57 µM; % is scaled to controls: 0 for no effect and ±100 for the full control effect; nearly all actives have a fitted effect of over 65% in size
Starred values were filed as active, the others as inactive; ? = inconclusive; . = no result given; [ ] = another dose, or the depositor's remark. Unless noted, calls follow the shape of the dose curve; as a rule, active = well fitted curve in the direction sought with a large enough effect; inconclusive = small, poorly fitted or top-dose-only effect, or another doubt; inactive = no such curve, though single readings can be large; an effect the other way counts as inactive or inconclusive. These rows are one share of the data. The share of hits here may be higher or lower than overall.

Values in the order – WRN inhibitor, EPAC1 antag, EPAC2 ag, EPAC1 agonist, CCT chaperon mod, IL-2 act, PI5P4K alpha inh, PLK1 PBD block
1	O=C(NNC(=S)Nc1ccc(Cl)c(Cl)c1)c1cccc([N+](=O)[O-])c1
    -21%, -2%, -2%, 3%, 1.4, -2.5, 0, -28%
2	Cn1cc(Cl)c(C(=O)NNC(=S)Nc2cccc(Cl)c2)n1
    -5%, 3%, -2%, 10%, 0.4, -2.3, -16, -13%
3	Cc1ccc(NC(=O)Cn2nnc(C(=O)Nc3ccc(C)c(C)c3)c2N)cc1
    -4%, -7%, 4%, 1%, -6.5, -1.7, ., -7%
4	CCc1noc(C)c1C(=O)OCC(=O)NCc1ccccc1OC
    -6%, 3%, 7%, 6%, 1.0, 2.1, 1, -9%
5	COC(=O)[C@@]1(Cc2ccc(F)cc2)[C@H]2c3cc(C(=O)N(C)C)n(CCc4c[nH]c5ccc(O)cc45)c3C[C@H]2CN1C(=O)c1ccccc1
    -1%, -8%, 18%, 9%, -0.4, -0.4, -6, -6%
6	O=C(COC(=O)c1cccc(Br)c1)Nc1cccc(S(=O)(=O)N2CCCCC2)c1
    -12%, 2%, 10%, 11%, -0.9, -3.7, 7, 3%
7	N#Cc1cccc(NC(=O)CCC2CCCC2)c1
    -4%, 5%, 10%, -2%, 1.7, -2.2, 6, -3%
8	COC(=O)[C@@]1(Cc2ccccc2)[C@H]2C(=O)N(C)C(=O)[C@H]2[C@H]2CN=C(SCC(=O)c3ccccc3)N21
    2%, 1%, 12%, 0%, -0.9, -0.1, -1, -26%
9	CCN(CC(=O)NC(C)C)C(=O)c1ccc(S(=O)(=O)N(C)c2ccccc2OC)cc1
    -15%, 8%, 5%, -2%, 0.6, -0.2, ?, 3µM*
10	CN(CCOc1ccccc1)CC(O)COc1ccccc1 (configuration not stated)
    0%, 0%, 9%, 5%, -0.8, -2.0, -4, -16%
11	O=C(Nc1ccc(F)c(Cl)c1)c1nsc(Cl)c1Cl
    -2%, 8%, -2%, 5%, 2.3, -0.5, 1, 3%
12	O=C(O)CCC(=O)N1CCN(S(=O)(=O)c2ccc3ccccc3c2)CC1
    -10%, 9%, 2%, -7%, 3.8, -0.2, 4, -5%
13	COc1cc(OC)nc(N/N=C(\c2ccccc2)c2ccncc2)n1
    -20%, -6%, 0%, -6%, -3.0, -1.7, -6, -16%
14	CCCCN(C(=O)c1cc(-c2ccco2)nc2ccccc12)c1c(N)n(CCC)c(=O)[nH]c1=O
    ?, -29%, -7%, -10%, -0.1, 0.7, -73*, -21%
15	CCOC(=O)c1ccc(NC(=O)NC2CCN(CC(=O)NCc3ccc4c(c3)OCO4)CC2)cc1
    -1%, 0%, 3%, 3%, -2.7, 0.2, ., -2%
16	NS(=O)(=O)c1ccc(CNC(=O)c2ccccc2SCC(=O)N2CCCC2)cc1
    5%, -15%, 3%, 3%, 0.5, 1.2, 1, -8%
17	CCOc1cccc(-c2nn(-c3ccccc3)cc2/C=C(/C#N)C(=O)NCCCn2ccnc2)c1
    1%, -20%, -6%, 2%, -0.6, -6.5, 1, 0%
18	CCC(C)NC(=O)COc1ccc(S(=O)(=O)N2CCOCC2)cc1 (configuration not stated)
    4%, 13%, -3%, -5%, -1.8, 1.6, ., -2%
19	Cc1ccccc1NS(=O)(=O)c1ccc(C)c(NS(C)(=O)=O)c1C
    6%, 11%, 6%, 9%, 0.3, 0.3, 5, -3%
20	CCCc1nnc2n1N=C(c1ccc([N+](=O)[O-])cc1)CS2
    -22%, 10%, 0%, 2%, -1.4, 0.0, 2, 0%
21	O=Nc1c(O)[nH]c2ccc(Cl)cc12
    -3%, 15%, 5%, 1%, 0.4, 0.1, 1, -6%
22	COc1ccc(OC(=O)COc2ccccc2C)cc1
    -5%, -1%, 9%, -8%, 0.3, -0.7, -3, -23%
23	C=CCn1nnc2sc3c(c2c1=O)CCC(C)C3 (configuration not stated)
    -19%, 10%, 11%, 9%, -3.0, 0.0, -27, -9%
24	COc1ccc(CC2C(=O)OC(C)(C)OC2=O)cc1
    -5%, 5%, 11%, 9%, -1.9, 0.5, 0, 0%
25	O=C1c2ccccc2C(c2nnnn2-c2ccc3c(c2)OCCO3)N1C1CC1 (configuration not stated)
    -10%, -7%, 9%, 11%, -0.8, -0.4, 6, -8%
26	Cc1cc(C(=O)CSc2ncccn2)c(C)n1Cc1ccco1
    -17%, -3%, 8%, 4%, -2.0, -0.7, 1, -6%
27	Cc1c(C(=O)NCc2cccc([N+](=O)[O-])c2)sc(=O)n1Cc1ccc(C(C)C)cc1
    -1%[57.1 µM], ?, 6%, 24%, -1.0, -0.8, 17, -12%
28	CCCC(=O)Nc1ccc2c(c1)nc(CN1CCCC1)n2C
    -18%, 4%, 0%, 2%, 0.1, 1.0, -8, -2%
29	CCOc1ccccc1NC(=O)Nc1ccccn1
    -5%, 4%, 12%, -3%, 0.5, 2.0, 2, -3%
30	CN(C)CC(C)(C)CNC(=O)CC1C(=O)NCCN1Cc1ccc(-c2ccccc2)cc1 (configuration not stated)
    8%, 13%, 0%, -6%, -2.5, -3.6, 0, -3%
31	CCOC(=O)c1c(C)n(CCNC(C)=O)c2ccc(O)cc12
    -4%, 7%, 5%, 0%, -1.3, -1.7, ., 0%
32	Fc1ccc(/C=N/n2c(COc3ccccc3)n[nH]c2=S)cc1
    -6%, -2%, -4%, -5%, -0.5, -3.4, 5, 24µM*
33	CCCn1c(=O)c2c(nc(Br)n2CCC)n(C)c1=O
    1%, 4%, 1%, -1%, -1.1, -3.5, -2, -5%
34	Cc1ccnc(N2CCN(c3cc(C)c(C#N)c4nc5ccccc5n34)CC2)c1
    -6%, 7%, -4%, 7%, -0.7, -1.2, 0, -3%
35	COc1ccccc1-n1cnc2cc(C(=O)NC3CCCC3)ccc21
    -6%, -14%, -1%, 8%, 0.9, 4.0, ., -9%
36	COc1cccc(-c2nc(NCc3ccco3)c3ccccc3n2)c1O
    -13%, -9%, -5%, -1%, -4.5, -2.6, -4, 3%
37	CCN(Cc1ccncc1)C(=O)CCc1nnc(CCC2CCCCC2)o1
    -3%, 8%, 7%, 5%, 1.8, -1.8, 5, -12%
38	CCCc1cc(=O)[nH]c(SCC(=O)N(C)CC(=O)Nc2ccc(C)cc2)n1
    -15%, 7%, -3%, 7%, -0.6, -2.3, ., -8%
39	COc1ccccc1NC(=O)COC(=O)Cn1c(C)csc1=O
    8%, -9%, 8%, 2%, -0.3, -0.6, -5, -8%
40	C[C@@H]1CCCCO[C@@H](CN(C)C(=O)CCCN(C)C)[C@@H](C)CN([C@H](C)CO)C(=O)c2cc(NC(=O)CCC(F)(F)F)ccc2O1
    -2%, -7%, 11%, 4%, -0.7, -1.3, 8, -13%
41	O=[N+]([O-])c1ccccc1/C=N/n1c(-c2ccccc2)n[nH]c1=S
    -13%, -15%, 5%, 8%, -5.5, 0.7, -13, ?
42	CN1CCN(c2nc3c(c(=O)n(C)c(=O)n3C)n2Cc2ccccc2F)CC1
    -31%, -6%, 14%, 4%, -1.2, -0.8, -1, -17%
43	Cc1nc(Nc2ccccc2)sc1C(=O)c1ccc(F)cc1
    -2%, -12%, 12%, 6%, -6.1, -3.3, 4, 0%
44	Cc1csc(NC(=O)C2CCCN(S(=O)(=O)c3ccc4c(c3)oc(=O)n4C)C2)n1 (configuration not stated)
    0%, -5%, 8%, -4%, -2.4, -2.7, 1, 4%
45	CCOC(=O)CSc1nc(N2CCOCC2)c2c(c1C#N)CC(C(C)C)OC2 (configuration not stated)
    -9%, -17%, 1%, 3%, -2.4, -0.4, 10, -2%
46	Cc1cc([N+](=O)[O-])nn1CC(=O)N/N=C/c1ccc(O)cc1O
    -1%, -2%, 5%, 7%, -4.6, -4.1, -6, 1%
47	O=S(=O)(c1cc(Cl)ccc1Cl)N1CCN(c2ccccn2)CC1
    -5%, -8%, 7%, 0%, -0.9, 2.2, 5, 1%
48	CCS(=O)(=O)N1CCN(c2ccccn2)CC1
    -6%, 7%, 8%, -1%, 0.7, -2.0, ., -20%
49	CCN(C[C@H]1N[C@@](C)(C(=O)OC)[C@H]2C(=O)N(C)C(=O)[C@@H]12)C(=O)c1ccc(F)cc1
    6%, 3%, 6%, -22%, 2.3, 0.3, -1, -1%
50	O=C(C1CCCN(Cc2ccc([N+](=O)[O-])cc2)C1)N1CCCCC1 (configuration not stated)
    4%, 20%, -1%, 9%, -0.4, 0.4, 0, 0%
51	Cc1ccc2nc(SCC(=O)NCc3cccs3)[nH]c2c1
    -6%, -12%, -1%, 6%, -2.0, -0.2, 4, 0%
52	CCOC(=O)C1CCCN(C(=O)C2CCN(C(=O)Nc3ccccc3)CC2)C1 (configuration not stated)
    -31%, -9%, 2%, -2%, 1.8, -0.1, 5, -12%

In a second layout: entries from further up
nr | smiles | WRN inhibitor | EPAC1 antag | EPAC2 ag | EPAC1 agonist | CCT chaperon mod | IL-2 act | PI5P4K alpha inh | PLK1 PBD block
47 | O=S(=O)(c1cc(Cl)ccc1Cl)N1CCN(c2ccccn2)CC1 | -5% | -8% | 7% | 0% | -0.9 | 2.2 | 5 | 1%
48 | CCS(=O)(=O)N1CCN(c2ccccn2)CC1 | -6% | 7% | 8% | -1% | 0.7 | -2.0 | . | -20%
49 | CCN(C[C@H]1N[C@@](C)(C(=O)OC)[C@H]2C(=O)N(C)C(=O)[C@@H]12)C(=O)c1ccc(F)cc1 | 6% | 3% | 6% | -22% | 2.3 | 0.3 | -1 | -1%
50 | O=C(C1CCCN(Cc2ccc([N+](=O)[O-])cc2)C1)N1CCCCC1 (configuration not stated) | 4% | 20% | -1% | 9% | -0.4 | 0.4 | 0 | 0%
51 | Cc1ccc2nc(SCC(=O)NCc3cccs3)[nH]c2c1 | -6% | -12% | -1% | 6% | -2.0 | -0.2 | 4 | 0%
52 | CCOC(=O)C1CCCN(C(=O)C2CCN(C(=O)Nc3ccccc3)CC2)C1 (configuration not stated) | -31% | -9% | 2% | -2% | 1.8 | -0.1 | 5 | -12%
